ALDH1A1 inh – inhibitors of human aldehyde dehydrogenase 1A1. P00352. Purified ALDH1A1, NADH fluorescence, propionaldehyde substrate. Potency, µM (highest dose often 75.3 µM), for the others: at the highest dose activity, negative = inhibition, hits mostly inhibitors. actives 7.3% (n = 220,000); active means well fitted inhibition curve with a large enough effect, not every such curve was filed as active; inconclusive means small, poorly fitted or top-dose-only effect, or another doubt; inactive means no such curve, though single readings can be large or run the other way;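 further: plate controls were no enzyme wells and a reference inhibitor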
Target sequence (P00352 whole entry, looked up): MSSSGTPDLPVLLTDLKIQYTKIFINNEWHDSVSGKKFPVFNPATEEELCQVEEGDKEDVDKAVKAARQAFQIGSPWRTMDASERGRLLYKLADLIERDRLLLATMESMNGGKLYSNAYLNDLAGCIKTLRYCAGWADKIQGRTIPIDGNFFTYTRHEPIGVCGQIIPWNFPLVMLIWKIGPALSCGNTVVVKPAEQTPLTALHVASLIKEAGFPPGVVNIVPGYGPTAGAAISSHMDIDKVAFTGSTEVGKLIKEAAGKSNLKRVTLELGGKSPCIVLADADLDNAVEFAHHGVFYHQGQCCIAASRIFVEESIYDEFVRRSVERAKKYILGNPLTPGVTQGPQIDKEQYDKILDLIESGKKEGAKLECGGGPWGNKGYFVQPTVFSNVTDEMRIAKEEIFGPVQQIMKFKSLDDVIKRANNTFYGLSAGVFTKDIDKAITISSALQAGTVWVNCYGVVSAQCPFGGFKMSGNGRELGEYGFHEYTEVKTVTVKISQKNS
L3MBTL1 block – inhibitors of human L3MBTL1; Q9Y468; AlphaScreen L3MBTL1–H3K9me1 peptide binding; Potency, µM (highest dose often 57.1 µM), without a hit: at the highest dose activity, negative = inhibition, most hits filed as inhibitors; actives 0.66% (n = 230,000); AID 485360; further: nearly all actives have a fitted effect of over 60% in size
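AlphaScreen proximity signal between nickel-chelate acceptor and streptavidin donor beads (final 10 ug/mL) reports binding of 50 nM L3MBTL1 to 75 nM biotin-H3 K9me1 peptide; complex incubated with compounds 30 min at room temperature; cefsulodin titration as control.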
Tau fluor cs – counter-screen for tau fibril formation inhibitors. tau K18 P301L Alexa594 fluorescence, heparin fibrillization. Potency, µM (series often up to 57.7 µM), without a hit: at the highest dose activity change, negative = decrease. actives 0.93% (n = 280,000). AID 1463; further: nearly all actives have a fitted effect of over 55% in size
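Human tau K18 P301L (15 uM unlabeled, 0.24 uM Alexa 594-labeled) in 100 mM sodium acetate pH 7 with 20 uM heparin, 6 hr at 37 C. ThT 30 uM added, 1 hr ambient; Alexa 594 FP and total fluorescence read at 555/632 nm.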
Tau FP inhib – tau fibrillization inhibition (FP). actives 0.39% (n = 280,000). AID 1468. K18 P301L tau heparin fibrillization, Alexa594 FP, 6 h. Potency, µM (doses to about 57.7 µM), inactives show top-dose activity, negative = inhibition, hits mostly inhibitors. P10636; further: nearly all actives have a fitted effect of over 55% in size
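FP of Alexa 594-tau after heparin (20 uM) induction. Substrate: human K18 P301L, 15 uM unlabeled, 0.24 uM labeled. Buffer 100 mM sodium acetate pH 7. 6 hr, 37 C.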
Tau ThT inhib – blocks human tau fibril formation measured by thioflavin T | AID 1460 | actives 2.1% (n = 270,000) | recombinant tau K18 P301L (four-repeat tau fragment), heparin-induced fibrillization, ThT fluorescence | Potency, µM (titrated, usually from 57.4 µM), for inactives: at the highest dose activity, negative = inhibition, actives largely listed as inhibitors | P10636; further: nearly all actives have a fitted effect of over 55% in size
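Tau K18 P301L fragment (15 uM unlabeled plus 0.24 uM Alexa 594-labeled) in 100 mM sodium acetate pH 7 with compound, fibrillization induced by 20 uM heparin for 6 hr at 37 C. Thioflavin T (30 uM) added, fluorescence read after 1 hr (ex 450, em 510 nm).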
TRb SRC2 PPI – disrupts binding of human TR beta to SRC2; P10828; TRbeta-SRC2 peptide binding, fluorescence polarization; receptor liganded with 1 µM T3; Potency, µM (titrated, usually from 106 µM), for the others: at the highest dose activity change, negative = inhibition, hits mostly inhibitors; actives 0.065% (n = 280,000);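 further: plate controls were bound peptide for no effect and peptide without receptor for full effect; nearly all actives have a fitted effect of over 50% in size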
Target sequence (P10828 whole entry, looked up): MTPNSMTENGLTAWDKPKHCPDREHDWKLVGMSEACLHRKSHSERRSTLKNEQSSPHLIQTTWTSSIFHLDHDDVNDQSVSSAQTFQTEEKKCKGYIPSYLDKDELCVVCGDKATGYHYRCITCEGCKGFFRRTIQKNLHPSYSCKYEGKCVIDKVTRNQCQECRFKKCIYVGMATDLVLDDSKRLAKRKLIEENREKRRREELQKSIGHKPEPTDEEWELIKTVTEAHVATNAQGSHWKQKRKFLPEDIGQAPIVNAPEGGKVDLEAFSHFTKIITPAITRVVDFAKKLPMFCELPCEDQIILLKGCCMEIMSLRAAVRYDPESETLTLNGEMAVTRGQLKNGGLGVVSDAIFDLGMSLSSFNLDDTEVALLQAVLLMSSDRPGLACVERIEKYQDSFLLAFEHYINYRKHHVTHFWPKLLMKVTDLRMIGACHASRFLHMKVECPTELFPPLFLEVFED
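Read-out is fluorescence polarization (555 nm excitation, 632 nm emission) of a Texas Red SRC2 coactivator peptide; loss of signal reflects blocked binding to human TRb ligand-binding domain in the presence of 1 uM T3.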
TR SRC2 fluor cs – alters Texas Red total fluorescence, flagging assay interference | TRb/SRC2 Texas Red total fluorescence interference | Potency, µM (top dose mostly 106 µM), for inactives: at the highest dose fluorescence change, negative = quenching | actives 0.29% (n = 280,000) | AID 1479; active means well fitted curve in either direction with a large enough effect; inconclusive means small, poorly fitted or top-dose-only effect
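Flags fluorescent or light-absorbing compounds by total fluorescence, S + 2P, at 555 nm excitation and 632 nm emission. Mixture: 20 nM Texas Red SRC2 peptide, 0.6 uM human TRb LBD, 1 uM T3, 5% DMSO; compound exposure 5 h at ambient temperature.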
aGal spleen mod – inhibitors or activators of human alpha-galactosidase in spleen homogenate | P06280 | human spleen homogenate, 4MU-alpha-Gal fluorescence, 40 min | Potency, µM (top dose mostly 80 µM), without a hit: at the highest dose activity change, negative = inhibition, most hits filed as inhibitors | actives 0.008% (n = 240,000);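 further: 0% = enzyme with vehicle and -100% = no enzyme basal signal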
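Human spleen homogenate (1 ug) was the enzyme source, with 4-methylumbelliferyl-alpha-D-galactopyranoside (1 mM final) in pH 5.0 citrate buffer with 0.01% Tween-20. Compounds were titrated; after 40 min at 37C, NaOH/glycine stop, 4-MU fluorescence read; AC50 from Hill fits.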
An asterisk follows results filed as active; ? = inconclusive; . = not tested or not shown; [ ] = dose if it differs, or a comment. Unless noted, the call rests on the fitted dose curve; in most records, active means well fitted curve in the direction sought with a large enough effect; inconclusive means small, poorly fitted or top-dose-only effect, or another doubt; inactive means no such curve, though single readings can be large; an effect the other way counts as inactive or inconclusive. Unless noted, on the % scale 0 is the no-effect control and ±100 the full control effect; potency means the concentration at half of the fitted maximal effect.

Structure	ALDH1A1 inh	L3MBTL1 block	Tau fluor cs	Tau FP inhib	Tau ThT inhib	TRb SRC2 PPI	TR SRC2 fluor cs	aGal spleen mod
O=C(NC(=S)Nc1ccccc1)c1cc(-c2ccccc2)nc2ccccc12	1.3µM*	-29%	-5%	-9%	0%	1%	-1%	-1%
CCCCN(C)C(=O)c1cn(C)c2ccc(S(=O)(=O)N(C)C)cc2c1=O	2%	7%	1%	0%	4%	2%	-4%	2%
CCc1ccccc1N1CC(c2nc3ccccc3n2CC(C)C)CC1=O (stereo not given)	.	.	-3%	5%	-2%	-4%	0%	.
CCOC(=O)CCc1c(C)c2ccc(OCC)c(C)c2oc1=O	?	.	-13%	-7%	-5%	-20%	0%	-3%
COc1cc(OC)c(NC(=O)c2c(C)oc3nc(C)nc(N4CCOCC4)c23)cc1Cl	.	.	-1%	3%	-1%	-5%	0%	.
COc1ccc2c(n1)Sc1nc3ccccc3nc1N2	-3%	5%	4µM*[quencher]	6%	1µM*	2%	0%	1%
O=C(CSc1oc(-c2ccccc2)nc1S(=O)(=O)c1ccc(Br)cc1)c1ccccc1	.	.	?	?	1%	6%	1%	.
Cc1nnc(SCC(=O)Nc2cccc(C(F)(F)F)c2)[nH]c1=O	-2%	0%	-4%	1%	-3%	-1%	-2%	-10%

Looked up one by one from the entries so far, two records:
Structure	ALDH1A1 inh	L3MBTL1 block	Tau fluor cs	Tau FP inhib	Tau ThT inhib	TRb SRC2 PPI	TR SRC2 fluor cs	aGal spleen mod
CCc1ccccc1N1CC(c2nc3ccccc3n2CC(C)C)CC1=O (stereo not given)	.	.	-3%	5%	-2%	-4%	0%	.
Cc1nnc(SCC(=O)Nc2cccc(C(F)(F)F)c2)[nH]c1=O	-2%	0%	-4%	1%	-3%	-1%	-2%	-10%

New compounds follow.
Structure	ALDH1A1 inh	L3MBTL1 block	Tau fluor cs	Tau FP inhib	Tau ThT inhib	TRb SRC2 PPI	TR SRC2 fluor cs	aGal spleen mod
O=C(NCc1ccccn1)c1cccc([N+](=O)[O-])c1	3%	-3%	-2%	5%	-1%	-13%	0%	-9%
Cc1ccc(C)c(NC(=S)NCc2ccc3[nH]c4c(c3c2)CCCC4)c1	-14%	-21%	13µM*[quencher]	?	?	-3%	-2%	-9%
CC(=O)c1ccc(NC(=O)c2cc(C3CC3)nc3c2c(C)nn3-c2ccc(C)cc2)cc1	.	.	-8%	-13%	12%	-1%	-1%	.
CCOCCCn1c(SCC(=O)NCCCOC)nc2c(sc3ccccc32)c1=O	.	.	-1%	-14%	7%	5%	5%	.
O=C(c1ccccn1)C1CCCN(Cc2cn[nH]c2-c2cc3ccccc3o2)C1 (stereo not given)	-1%	11%	-10%	3%	-3%	-5%	-8%	-4%
N#Cc1cc2c(nc1SCC(=O)N1CCOCC1)CCCCC2	?	.	-1%	0%	-9%	-6%	0%	8%
COc1ccc(/C=N/NC(=O)C(O)(c2ccccc2)c2ccccc2)cc1OC	8%	12%	-13%	-2%	-9%	-4%	-2%	-6%
CCn1cc(Br)c(C(=O)Nc2ccccc2C(=O)OC)n1	?	15%	-20%	-10%	-14%	2%	-1%	1%
COc1ccccc1C1CN=NC12CCCc1ccccc1C2=O (stereo not given)	13%	0%	-11%	-5%	-8%	-4%	-5%	5%
COC(=O)c1c(C)oc2ccc(N(C(=O)Oc3ccccc3)S(=O)(=O)c3ccc(Cl)c([N+](=O)[O-])c3)cc12	?	?	-18%	7%	?	8%	-3%	0%
Cc1ccc(CNC(=O)C2=CCN(S(=O)(=O)c3ccc(C)cc3)CC2)cc1	-16%	-5%	-23%	-8%	?	6%	-2%	-4%
CC(C)C(C(=O)O)N1CCS(=O)(=O)CC1 (stereo not given)	6%	.	-6%	1%	-10%	4%	-2%	-12%
O=C(NCc1nnc(SCC(=O)N2CCc3ccccc32)o1)c1ccco1	0%	.	3%	-3%	3%	-5%	0%	8%
c1ccc2[nH]c(SCc3ccc(-c4nnco4)cc3)nc2c1	-3%	1%	-3%	1%	-1%	-4%	2%	6%
COc1ccc(CNc2oc(COc3ccccc3Cl)nc2C#N)cc1	-11%	.	?	1%	-8%	-1%	-5%	7%
C[C@H]1CC[C@H]2C(=O)N3[C@H](c4ccc(Br)cc4)[C@@H](C)CC[C@H]3C(=O)N2[C@@H]1c1ccc(Br)cc1	11%[13.5 µM]	.	-6%[11.6 µM]	-4%[11.6 µM]	-8%[11.5 µM]	0%[11.2 µM]	-5%[11.2 µM]	3%[17.5 µM]

Complete entries, looked up by structure. Order of values: ALDH1A1 inh	L3MBTL1 block	Tau fluor cs	Tau FP inhib	Tau ThT inhib	TRb SRC2 PPI	TR SRC2 fluor cs	aGal spleen mod
Record of `CCn1cc(Br)c(C(=O)Nc2ccccc2C(=O)OC)n1` = ?	15%	-20%	-10%	-14%	2%	-1%	1%
Record of `COc1ccccc1C1CN=NC12CCCc1ccccc1C2=O` (stereo not given) = 13%	0%	-11%	-5%	-8%	-4%	-5%	5%

Continuation:
Structure	ALDH1A1 inh	L3MBTL1 block	Tau fluor cs	Tau FP inhib	Tau ThT inhib	TRb SRC2 PPI	TR SRC2 fluor cs	aGal spleen mod
COc1ccc(CCNC(=O)C(C)Sc2ccccc2)cc1OC (stereo not given)	5%	-2%	3%	5%	-3%	-1%	-4%	-7%
CC1(C)CC(NC(=S)Nc2ccc(S(N)(=O)=O)cc2)CC(C)(C)N1	16%	16%	2%	-1%	-6%	1%	0%	-2%
COc1ccc(C2C(C(=O)Nc3ccc(C)cc3C)=C(C)Nc3nc4ccccc4n32)c(OC)c1 (stereo not given)	.	.	?	3%	-20%	0%	3%	.
CCN(C(=O)C1CCCN(S(=O)(=O)c2c(C)noc2/C=C/N(C)C)C1)c1cccc(C)c1 (stereo not given)	.	.	-25%	2%	?	1%	-1%	.
CCCN1CC=C2C(C#N)=C(N)C(C#N)(C#N)C(c3cccc(OC)c3OC)C2C1 (stereo not given)	?	-1%	-30%	?	?	-7%	2%	18%
Cc1ccccc1Nc1nc(N)nc(CN(C)Cc2ccccc2Cl)n1	-1%	-8%	-3%	6%	-5%	2%	-1%	-14%
O=C(CN1C(=O)c2cccc3cccc(c23)C1=O)NCCN1CCOCC1	-12%	.	-5%	-1%	-4%	4%	-2%	13%
COCCCNC(=O)c1ccc2nc(CCc3ccccc3)oc2c1	.	.	-1%	1%	-10%	5%	-3%	.
COc1cccc(NC(=O)Cn2c(=O)cc(C)c3c(C)nn(-c4cccc(F)c4)c32)c1	.	.	-25%	?	11%	4%	2%	.
COc1ccc(NC(=O)c2cc3c(=O)n(C)c4ccccc4c3s2)cc1Cl	.	.	-15%	?	-12%	2%	-1%	.
Cc1c(C(=O)N2CC(C)OC(C)C2)sc2nc(-c3ccc(F)cc3)cn12 (stereo not given)	-12%	-7%	0%	-9%	-6%	-1%	1%	-1%
COCCNc1ccc(S(=O)(=O)N2CCCC2)cc1[N+](=O)[O-]	-7%	6%	4%	0%	2%	-1%	-2%	-7%
Cc1ccc(S(=O)(=O)NC(=O)O[C@@H]2C(=O)c3cc(Br)ccc3O[C@H]2c2ccc3c(c2)OCO3)cc1	-4%	.	-10%	-3%	?	-9%	-1%	-11%
Cc1ccc(OCCCCNC2CCCCC2)c(C)c1	?	31%[activator]	2%	6%	-4%	-9%	-5%	5%
O=C(CSc1nc2ccccc2c(=O)n1NC(=O)Cc1ccccc1)NCc1ccccc1Cl	0%	2%	-12%	-4%	-10%	0%	-3%	9%
COc1cc(/C=C(\NC(C)=O)C(=O)Nc2ccccc2C)ccc1OC(C)=O	28µM*	11%	-6%	2%	-12%	-3%	2%	-12%
CCn1c2ccccc2c2cc(NC(=O)CSc3nnc(-c4ccccc4OC)n3N)ccc21	0%	-4%	?	8%	?	1%	-2%	0%
CCc1cccc(CC)c1NC(=O)NC1CCCCC1	14%	5%	8%	-2%	7%	4%[53 µM]	-2%[53 µM]	1%
COc1ccc(-n2c(SCC(=O)Nc3sc4c(c3C#N)CCCC4)nnc2-c2ccc(O)cc2)cc1	2%	.	-26%	3%	0%	-22%	0%	-9%
CCC(CO)Nc1nc2ccc(Cl)cc2c2ccccc12 (stereo not given)	?	-13%	?	-3%	?	3%	-1%	1%
CCC(=O)OCCn1c(Br)nc2c1c(=O)[nH]c(=O)n2C	5%	8%	-2%	2%	-3%	-1%	0%	2%
COc1ccc(C(=O)Nc2nnc(SCc3cc(=O)c4cc(C)ccc4[nH]3)s2)cc1OC	.	.	-29%	-11%	-16%	6%	-2%	.
COc1ccc2c(c1)c(=O)c(S(=O)(=O)c1ccccc1)cn2CC(=O)Nc1ccc2c(c1)OCO2	.	.	?	-2%	-5%	12%	0%	.
COc1ccc(Cc2nnc(NC(=O)c3ccco3)s2)cc1OC	1%	9%	-12%	-9%	-14%	-6%	1%	2%
NC(=S)NNc1ccc(Cl)c(Cl)c1	.	.	-25%	?	.	4%	0%	?
COc1ccc(C(=O)O)cc1S(=O)(=O)N(C)CCc1cccnc1	0%	3%	-5%	-2%	-4%	-2%	-2%	5%
CCCCOC(=O)CSC(=S)N(C)Cc1cccs1	1%	149%[activator]	6%	5%	5%	-3%	-7%	1%
Nc1ccc(Cl)cc1Cl	-6%	.	.	.	.	-22%[201 µM]	21%[201 µM]	0%
O=[N+]([O-])c1ccc(N2CCN(S(=O)(=O)c3ccc4ccccc4c3)CC2)cc1NCc1ccco1	-9%	-8%	-9%	?	-9%	5%	-1%	-8%
C=CCNC(=S)/C(=C(/[O-])c1ccc([N+](=O)[O-])cc1)[n+]1ccccc1	?	-27%	-18%	?	?	10%	2%	-6%
CCN1CCCC1CNC(=O)CSc1cc(=O)n(C)c2cc(Cl)ccc12 (stereo not given)	-4%	5%	-16%	-13%	-16%	7%	-2%	-7%
Cc1nc(NCCN)c(C#N)c2c1COC(C)(C)C2	?	19%[11.4 µM]	2%	-5%	-3%	-9%	-2%	-12%
